RXFP1 ag: activates the human relaxin receptor RXFP1 | Q9HBX9 | HEK293T-RXFP1 cAMP TR-FRET, 30 min; response scale: percent of porcine relaxin response, buffer zero | Potency, µM (titrated, usually from 57.5 µM), inactives show at the top dose activation, most hits filed as activators | actives 0.3% (n = 370,000); note: potency is the fitted concentration of half-maximal effect; % is set by controls: 0 for no effect and ±100 for the full control effect; nearly all actives have a fitted effect of over 60% in size; many of its hits are not listed in these tables
Target sequence (Q9HBX9 whole entry, looked up): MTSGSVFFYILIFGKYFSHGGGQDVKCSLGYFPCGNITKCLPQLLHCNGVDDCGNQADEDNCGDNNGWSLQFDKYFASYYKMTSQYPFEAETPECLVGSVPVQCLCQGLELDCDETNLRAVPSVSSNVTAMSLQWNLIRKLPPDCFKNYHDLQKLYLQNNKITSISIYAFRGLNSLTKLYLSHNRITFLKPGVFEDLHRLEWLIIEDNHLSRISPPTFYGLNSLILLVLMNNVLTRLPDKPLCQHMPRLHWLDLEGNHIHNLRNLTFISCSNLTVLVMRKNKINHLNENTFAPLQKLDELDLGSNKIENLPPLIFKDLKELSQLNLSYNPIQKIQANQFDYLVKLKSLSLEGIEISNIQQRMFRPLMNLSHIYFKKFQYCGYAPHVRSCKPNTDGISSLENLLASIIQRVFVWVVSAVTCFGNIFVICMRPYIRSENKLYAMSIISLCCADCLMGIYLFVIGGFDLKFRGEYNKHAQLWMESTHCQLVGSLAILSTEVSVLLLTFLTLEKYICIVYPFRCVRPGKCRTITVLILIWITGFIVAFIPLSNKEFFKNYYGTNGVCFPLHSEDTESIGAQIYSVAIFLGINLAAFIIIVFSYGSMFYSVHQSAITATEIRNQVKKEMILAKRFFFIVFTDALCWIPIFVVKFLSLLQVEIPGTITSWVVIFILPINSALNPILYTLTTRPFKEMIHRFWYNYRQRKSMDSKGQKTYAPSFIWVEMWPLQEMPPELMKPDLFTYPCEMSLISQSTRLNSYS
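HEK293T cells stably expressing RXFP1 were pretreated with the PDE4 inhibitor Ro 20174, exposed to compounds for 30 min at 37C, lysed, and cAMP was read by TR-FRET. Data normalized to buffer (basal) and 29 nM porcine relaxin (100%).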
Vif-APOBEC3G blk: Vif-A3G binding inhibition; Q9HC16; HeLa A3G-eYFP + Vif (tagged APOBEC3G with the HIV-1 protein that degrades it), YFP fluorescence, overnight; Potency, µM (top dose mostly 46.1 µM), for the others: top-dose activity, negative = active, actives largely listed as inhibitors; actives 0.076% (n = 410,000); AID 602310;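 note: potency is the fitted concentration of half-maximal effect; % is set by controls: 0 for no effect and ±100 for the full control effect; nearly all actives have a fitted effect of over 60% in size; hits raise eYFP signal because A3G escapes Vif-driven loss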
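Read-out is eYFP fluorescence (Ex 488/Em 500-530) from Vif-expressing HeLa A3G-eYFP cells; more signal means A3G escaped Vif-mediated degradation. Cells plated overnight, compound pinned in, incubated overnight at 37 deg C.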
Vif-A3F inh: inhibitors of Vif-A3F interaction | Potency, µM (doses to about 46.1 µM), without a hit: at the top dose activity, negative = active | HeLa A3F-eYFP + Vif (tagged APOBEC3F with the HIV-1 protein that degrades it), YFP fluorescence increase | actives 0.2% (n = 390,000); note: potency is the fitted concentration of half-maximal effect; % of control where 0% means no effect; nearly all actives have a fitted effect of over 65% in size
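HeLa cells stably expressing Vif plus C-terminally eYFP-tagged A3F were seeded, incubated overnight at 37 deg C, dosed with compound, incubated overnight again at 37 deg C. Yellow fluorescence (Ex 488/Em 500-530) reported blocked Vif-mediated A3F-eYFP degradation.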
D1 antag: blocks dopamine activation of the human D1 receptor | P21728 | HEK293 TREx D1 cells, calcium flux, dopamine EC80; stronger effect = lower value | activity change, negative = inhibition, % at 10 µM | actives 3.2% (n = 360,000) | AID 504652; in the data active = activity change below about -30%; note: % is set by controls: 0 for no effect and ±100 for the full control effect
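Tetracycline-induced HEK293 T-REx cells with force-coupled D1 receptor were loaded with a no-wash calcium dye. Compound was added after a 10 s baseline and read kinetically for 180 s; EC80 dopamine was then added and calcium flux followed another 180 s.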
D1 agonist: agonists of human D1 dopamine receptor | P21728 | HEK293 T-REx D1 cells, calcium flux, agonist mode | activation, % at 2 µM | actives 1% (n = 360,000); in the data active = activation above about 30%; note: 0% is about no effect
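Tetracycline-induced HEK293 TREx D1 cells, force-coupled to calcium signalling, were dye-loaded with a no-wash calcium kit. Compound was pin-added after a 10 s baseline. Fluorescence was read kinetically at 1 cycle/s for 180 s, with calcium rises flagged as agonism.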
D1 PAM: potentiators of human D1 dopamine receptor; P21728; HEK293 TREx D1 cells, calcium flux, dopamine EC20 potentiation; actives 0.036% (n = 360,000); potentiation, % at 10 µM; in the data active = potentiation above about 30%; note: 0% is about no effect
RXFP1 antagonist: antagonists of human relaxin receptor RXFP1. Q9HBX9. actives 0.59% (n = 350,000). activity change, negative = inhibition, % at 57.5 µM. HEK293-RXFP1, relaxin-stimulated cAMP HTRF, 30 min; stronger effect = lower value;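 active = activity change of -60% or lower, but not beyond a set lower limit; inconclusive = change between -60% and -40%, or beyond the set limit; inactive = change above -40%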; note: % is set by controls: 0 for no effect and ±100 for the full control effect
GRP78 ERSR act: inducers of ER stress response in human glioma cells; U87-MG GRP78 promoter luciferase reporter, 16 h; Potency, µM, inactives show at the top dose activation, hits mostly activators; actives 0.02% (n = 420,000); AID 602332; note: potency is the fitted concentration of half-maximal effect; series mostly up to about 76 µM; % of control where 0% means no effect; nearly all actives have a fitted effect of over 35% in size
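Stably transfected U87-MG human glioma cells carrying a GRP78-based luminescent sensor were seeded at 1000 cells/well, pin-dosed with compounds and incubated 16 h. Luciferase reagent was then added, and end-point luminescence was read after 10 min at room temperature.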
D2 PAM: D2 dopamine receptor (human) potentiation | HEK293 T-REx D2, calcium flux, EC20 dopamine potentiation | actives 0.34% (n = 340,000) | AID 485347 | potentiation, % at 10 µM;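 active = potentiation over 3 SD above the plate norm, cut at about 30% in these data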; note: 0% is about no effect
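Using a no-wash calcium dye in inducible, force-coupled HEK293 Trex cells expressing D2, we tracked fluorescence each second for 180 s after compound, then for 180 s after EC20 dopamine to detect augmented signalling.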
Numbers without * were called inactive. Unless noted, calls come from the whole dose curve; as a rule, active = well fitted curve in the direction sought with a large enough effect; inconclusive = small, poorly fitted or top-dose-only effect, or another doubt; inactive = no such curve, though single readings can be large; an effect the other way counts as inactive or inconclusive.

Screening CC(=O)c1ccc(NC(=O)CCSCCC(=O)Nc2ccc(C(C)=O)cc2)cc1 returned RXFP1 ag 2.8%, Vif-APOBEC3G blk 2%, Vif-A3F inh 0%, D1 antag 3, D1 agonist 3, D1 PAM -1, RXFP1 antagonist -5, GRP78 ERSR act -4% and D2 PAM 1.
For Cn1c(=S)c2[nH]c(SCc3cccnc3)nc2n(C)c1=O the results were Vif-APOBEC3G blk 2%, Vif-A3F inh 1%, RXFP1 antagonist -1 and GRP78 ERSR act -3%.
CC(C)(C)C(=O)NCC12C=CC(O1)C1C(=O)N(c3ccccc3)C(=O)C12 (configuration not stated) was read as RXFP1 ag 1.9%, Vif-APOBEC3G blk 1%, Vif-A3F inh -11%, D1 antag 7, D1 agonist -2, D1 PAM -4, RXFP1 antagonist 4, GRP78 ERSR act -3% and D2 PAM 16.
Cc1c(C(=O)N/N=C/c2cccc(O)c2)nnn1-c1nonc1N was read as RXFP1 ag 1.3%, Vif-APOBEC3G blk -6%, Vif-A3F inh 3%, D1 antag -23, D1 agonist 2, D1 PAM 4, RXFP1 antagonist -4, GRP78 ERSR act 1% and D2 PAM 6.
Screening CN(CCOc1ccc(-c2ccn(S(=O)(=O)c3c(Cl)cccc3Cl)n2)cc1)c1ccccn1 returned RXFP1 ag 1.8%, Vif-APOBEC3G blk 1%, Vif-A3F inh 4%, D1 antag 8, D1 agonist 5, D1 PAM -3, RXFP1 antagonist 13, GRP78 ERSR act -4% and D2 PAM 3.
Screening CC1CCCN(S(=O)(=O)c2cc3c4c(c2)C(C)C(=O)N4CCC3)C1 (configuration not stated) returned RXFP1 ag 1.2%, Vif-APOBEC3G blk 1%, Vif-A3F inh 7%, D1 antag -13, D1 agonist 1, D1 PAM 2, RXFP1 antagonist -14, GRP78 ERSR act -5% and D2 PAM 0.
CC(C)NS(=O)(=O)c1ccc(CCC(=O)N2CCCCC2)cc1 was read as RXFP1 ag 0.9%, Vif-APOBEC3G blk 1%, Vif-A3F inh 3%, D1 antag -6, D1 agonist 0, D1 PAM 3, RXFP1 antagonist 3, GRP78 ERSR act 3% and D2 PAM -8.
O=C(CCC(=O)Nc1nnc(C2CCCCC2)s1)Nc1ccc(F)cc1 was read as RXFP1 ag -2.0%, Vif-APOBEC3G blk -3%, Vif-A3F inh -5%, D1 antag -14, D1 agonist 4, D1 PAM -5, RXFP1 antagonist -21, GRP78 ERSR act -1% and D2 PAM 1.
`COc1ccc(C(O)c2nc3ccccc3n2C(C)C)cc1` (configuration not stated) gave RXFP1 ag -0.6%, Vif-APOBEC3G blk inconclusive, Vif-A3F inh -5%, D1 antag -11, D1 agonist 3, D1 PAM -4, RXFP1 antagonist -1, GRP78 ERSR act -2% and D2 PAM 14.
For CC1CCCC(NC(=O)COC(=O)COc2cccc(F)c2)C1C (configuration not stated) the results were Vif-APOBEC3G blk 0%, Vif-A3F inh -13%, RXFP1 antagonist -1 and GRP78 ERSR act -3%.
O=C(CCS(=O)(=O)c1cccc2nonc12)Nc1cccc2c1CCCC2 was read as RXFP1 ag -0.7%, Vif-APOBEC3G blk -5%, Vif-A3F inh -15%, D1 antag 2, D1 agonist -1, D1 PAM 0, RXFP1 antagonist 6, GRP78 ERSR act -4% and D2 PAM 0.
Screening CS(=O)(=O)N(CC(=O)NCc1ccco1)c1ccc2c(c1)OCO2 returned RXFP1 ag 0.1%, Vif-APOBEC3G blk 1%, Vif-A3F inh 1%, D1 antag 9, D1 agonist -1, D1 PAM -2, RXFP1 antagonist 12, GRP78 ERSR act -2% and D2 PAM 4.
`CN(C)c1ccc(-c2nnn(CC(=O)Nc3ccccc3N3CCOCC3)n2)cc1` gave RXFP1 ag -1.1%, Vif-APOBEC3G blk -2%, Vif-A3F inh 0%, D1 antag -5, D1 agonist 2, D1 PAM 0, RXFP1 antagonist 7, GRP78 ERSR act -7% and D2 PAM -2.
`O=C1CC2CS(=O)(=O)CC2N1C1CCCCC1` (configuration not stated) gave RXFP1 ag 1.4%, Vif-APOBEC3G blk 1%, Vif-A3F inh 1%, D1 antag 1, D1 agonist 6, D1 PAM -2, RXFP1 antagonist -7, GRP78 ERSR act -4% and D2 PAM 9.
`Cc1ccccc1C(=O)N(C)Cc1ccccc1` gave RXFP1 ag 1.7%, Vif-APOBEC3G blk -4%, Vif-A3F inh -16%, D1 antag 13, D1 agonist 2, D1 PAM 2, RXFP1 antagonist 5, GRP78 ERSR act -1% and D2 PAM 10.
`CC(=O)c1ccc(-n2c(=O)[nH]c(=O)c3c(N)c(C(=O)c4ccc(Cl)cc4)sc32)cc1` gave RXFP1 ag 8.4%, Vif-APOBEC3G blk 0%, Vif-A3F inh -8%, D1 antag 15, D1 agonist 4, D1 PAM -2, RXFP1 antagonist 0 and GRP78 ERSR act -1%.
For CCOc1ccc(C(=O)OCC(=O)N2CCCC2)cc1OCC the results were RXFP1 ag 1.8%, Vif-APOBEC3G blk 1%, Vif-A3F inh 2%, D1 antag 2, D1 agonist 8, RXFP1 antagonist 0, GRP78 ERSR act -2% and D2 PAM 5.
CCCCOc1ccc(OCCCC)c2c1NC1(N2)C(=O)N(C(C)=O)c2ccccc21 was read as RXFP1 ag -1.7%, Vif-APOBEC3G blk -5%, D1 antag -3, D1 agonist 0, D1 PAM -5, RXFP1 antagonist 3, GRP78 ERSR act -2% and D2 PAM 8.
Screening Oc1ccc(-c2csc(NCc3ccco3)n2)cc1 returned RXFP1 ag 0.6%, Vif-APOBEC3G blk -1%, Vif-A3F inh -3%, D1 antag -20, D1 agonist 1, D1 PAM -12, RXFP1 antagonist -8, GRP78 ERSR act 4% and D2 PAM 7.
Cc1sc2ncnc(SC(C)C#N)c2c1C (configuration not stated) was read as RXFP1 ag 1.4%, Vif-APOBEC3G blk 1%, Vif-A3F inh -7%, D1 antag -26, D1 agonist 6, D1 PAM -6, RXFP1 antagonist -7, GRP78 ERSR act 0% and D2 PAM 0.
For NNC(=O)C12CC3CC(C1)CC(n1ncnn1)(C3)C2 the results were RXFP1 ag 2.4%, Vif-APOBEC3G blk -1%, Vif-A3F inh -5%, D1 antag 0, D1 agonist 2, D1 PAM 0, RXFP1 antagonist 4, GRP78 ERSR act -1% and D2 PAM 0.
CC1CCC(NCCNC(=O)c2ccco2)CC1 (configuration not stated) was read as RXFP1 ag 0.5%, Vif-APOBEC3G blk 0%, Vif-A3F inh 4%, D1 antag 3, D1 agonist 1, D1 PAM -4, RXFP1 antagonist -6, GRP78 ERSR act -7% and D2 PAM -22.
`Cc1cc(=O)[nH]c(Nc2c(C)n(C)n(-c3ccccc3)c2=O)n1` gave RXFP1 ag -0.7%, Vif-APOBEC3G blk 0%, Vif-A3F inh -2%, D1 antag 7, D1 agonist 1, D1 PAM -4, RXFP1 antagonist -4, GRP78 ERSR act -6% and D2 PAM -5.
COC(=O)/C=C1\SC(N2CCOCC2)=C(c2ccc(OC)cc2)C1=O was read as RXFP1 ag 0.9%, Vif-APOBEC3G blk -1%, Vif-A3F inh 6%, D1 antag 6, D1 agonist 1, D1 PAM -1, RXFP1 antagonist -7, GRP78 ERSR act -4% and D2 PAM 1.
For Cc1cccc(NC(=O)CSc2ncc3c(n2)-c2cc(Cl)ccc2N(C)S3(=O)=O)c1C the results were RXFP1 ag 23%, Vif-APOBEC3G blk -2%, Vif-A3F inh 3%, D1 antag 8, D1 agonist 4, D1 PAM 2, RXFP1 antagonist -16, GRP78 ERSR act -3% and D2 PAM -2.
For Cc1ccc(CCNC(=O)CCS(=O)(=O)c2ccc3nc(C)sc3c2)cc1 the results were RXFP1 ag 4.8%, Vif-APOBEC3G blk -2%, Vif-A3F inh 2%, D1 antag -10, D1 agonist 1, D1 PAM -3, RXFP1 antagonist -19, GRP78 ERSR act -5% and D2 PAM -3.
`COCCCNC(=O)c1cn(C)c(=O)c2c1c1ccccc1n2C` gave RXFP1 ag 3.2%, Vif-APOBEC3G blk -9%, Vif-A3F inh -5%, D1 antag 4, D1 agonist 1, D1 PAM -3, RXFP1 antagonist 4, GRP78 ERSR act -9% and D2 PAM 14.
For COc1ccc(NC(=O)c2ccc3ccccc3c2)cc1 the results were RXFP1 ag -1.9%, Vif-APOBEC3G blk 0%, Vif-A3F inh -3%, D1 antag -4, D1 agonist 17, D1 PAM -9, RXFP1 antagonist 3, GRP78 ERSR act 0% and D2 PAM 9.
For COc1ccc2cc(Br)ccc2c1CC(=O)NCCCN1CCOCC1 the results were Vif-APOBEC3G blk 2%, Vif-A3F inh -2%, RXFP1 antagonist 18 and GRP78 ERSR act -2%.
For COc1ccc(C)cc1S(=O)(=O)Nc1ccc2c(c1)OCO2 the results were RXFP1 ag -0.2%, Vif-APOBEC3G blk 0%, Vif-A3F inh 0%, D1 antag 5, D1 agonist 1, D1 PAM -5, RXFP1 antagonist -3, GRP78 ERSR act -2% and D2 PAM -6.

Looked up by compound from the entries so far (4):
`CC(=O)c1ccc(-n2c(=O)[nH]c(=O)c3c(N)c(C(=O)c4ccc(Cl)cc4)sc32)cc1` gave RXFP1 ag 8.4%, Vif-APOBEC3G blk 0%, Vif-A3F inh -8%, D1 antag 15, D1 agonist 4, D1 PAM -2, RXFP1 antagonist 0 and GRP78 ERSR act -1%.
For CC1CCCC(NC(=O)COC(=O)COc2cccc(F)c2)C1C (configuration not stated) the results were Vif-APOBEC3G blk 0%, Vif-A3F inh -13%, RXFP1 antagonist -1 and GRP78 ERSR act -3%.
`CN(C)c1ccc(-c2nnn(CC(=O)Nc3ccccc3N3CCOCC3)n2)cc1` gave RXFP1 ag -1.1%, Vif-APOBEC3G blk -2%, Vif-A3F inh 0%, D1 antag -5, D1 agonist 2, D1 PAM 0, RXFP1 antagonist 7, GRP78 ERSR act -7% and D2 PAM -2.
O=C(CCS(=O)(=O)c1cccc2nonc12)Nc1cccc2c1CCCC2 was read as RXFP1 ag -0.7%, Vif-APOBEC3G blk -5%, Vif-A3F inh -15%, D1 antag 2, D1 agonist -1, D1 PAM 0, RXFP1 antagonist 6, GRP78 ERSR act -4% and D2 PAM 0.

This is a subset; the hit share may differ from the screen's.
